# Source: PubChem BioAssay
# Rtt109 Vps75: C. albicans Rtt109 histone acetyltransferase inhibition | Q5AAJ8 | purified Rtt109/Vps75, ThioGlo CoA-SH fluorescence, 4 h | inhibition, % at 34.9 µM | 330,000 tested, 0.16% active;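 active means inhibition of at least 50% in every replicate; inconclusive means best replicate reaches 50% inhibition but some replicates fall short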
# Target sequence (Q5AAJ8 whole entry, looked up): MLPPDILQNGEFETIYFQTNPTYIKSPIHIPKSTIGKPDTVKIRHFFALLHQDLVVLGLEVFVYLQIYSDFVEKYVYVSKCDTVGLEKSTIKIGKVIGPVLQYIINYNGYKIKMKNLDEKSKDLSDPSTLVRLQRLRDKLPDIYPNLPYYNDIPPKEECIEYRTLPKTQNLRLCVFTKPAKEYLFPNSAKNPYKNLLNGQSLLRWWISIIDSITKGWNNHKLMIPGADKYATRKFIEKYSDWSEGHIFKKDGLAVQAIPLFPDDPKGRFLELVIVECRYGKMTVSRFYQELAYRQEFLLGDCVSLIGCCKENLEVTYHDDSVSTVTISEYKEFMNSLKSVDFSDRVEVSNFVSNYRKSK
# MITF act: MITF TRPM1 promoter activation in melanoma cells; SK-MEL-5 TRPM1-promoter luciferase, 24 h; % of positive control, neutral wells = 0; activation, % at 12.5 µM; 300,000 tested, 0.75% active; AID 588334;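 active means mean activation of at least 80% with every replicate also reaching 80%; inconclusive means mean reaches 80% but some replicate falls short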;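 further: 0% = neutral control wells and 100% = parthenolide positive control wells; values of inactives mirror those of a sister screen read the other way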
# CDK5 p35 inh: CDK5/p35 (human) kinase inhibition. Q00535+Q15078. Recombinant CDK5/p35, ADP-Glo luminescence, 60 min. inhibition, % at 10 µM. 330,000 tested, 0.01% active. AID 488839;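 active means highest replicate inhibition of at least 50% and at least 75% of replicates reaching 50%; inconclusive means only one of the two criteria met; inactive means both criteria failed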;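 further: plate controls were DMSO neutral control for no effect and GW8510 at 10 µM for full effect; many of its hits are not listed in these tables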
# cardiac RTF act: cardiac RTF calcium sensitization. activation, % at 7.2 µM. IANBD-labeled TnC RTF fluorescence at EC20 calcium; 0% EC20 calcium, 100% full calcium. P19429+P45379. 340,000 tested, 0.24% active;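 active means activation above the mean over all tested compounds plus 3 SD, cut at about 30% in these data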;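 further: rise in fluorescence read as greater calcium sensitivity of cardiac thin filaments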
# dFosB activator: activators of mouse delta FosB homodimer; P13346; purified delta FosB, TAMRA-CDK5 oligo fluorescence polarization; percent of positive-control signal above neutral wells; activation, % at 25 µM; 340,000 tested, 0.99% active; AID 493131;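 active means mean activation above about 17%, with every replicate also reaching it, limit read from the data, passing the limit was not always enough; inconclusive means only one of the two conditions met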;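 further: fluorescence polarization rise as delta FosB binds a TAMRA Cdk5 AP-1 oligo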
# Target sequence (P13346 whole entry, looked up): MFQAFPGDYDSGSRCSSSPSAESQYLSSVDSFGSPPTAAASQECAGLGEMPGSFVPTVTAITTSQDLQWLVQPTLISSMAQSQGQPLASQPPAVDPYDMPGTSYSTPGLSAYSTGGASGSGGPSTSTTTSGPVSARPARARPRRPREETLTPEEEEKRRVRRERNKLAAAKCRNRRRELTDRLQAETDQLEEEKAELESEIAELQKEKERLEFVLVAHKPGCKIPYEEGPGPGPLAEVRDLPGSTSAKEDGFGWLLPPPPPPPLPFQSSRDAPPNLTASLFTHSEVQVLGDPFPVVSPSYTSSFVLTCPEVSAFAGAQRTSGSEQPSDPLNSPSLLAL
# SR-BI DiI-HDL act: activators of SR-BI mediated HDL lipid uptake | CHO ldlA[mSR-BI] cells, DiI-HDL uptake fluorescence, 3 h; 100 = double the neutral-control signal | activation, % at 12.5 µM | 320,000 tested, 0.096% active | AID 504775;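 active means mean replicate activation of at least 60% and every replicate at or above 60%; inconclusive means mean or all-replicate condition met, but not both; inactive means mean below 60% and not all replicates reaching 60%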;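 further: 0% = median plate neutral-control signal and 100% = twice that signal; values of inactives mirror those of a sister screen read the other way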
#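 material = CHO ldlA[mSR-BI] cells | medium = Ham's F12 with 0.5% BSA, HEPES 25 mM, pH 7.4 | reagent = fluorescent DiI-HDL, 10 µg/mL final | compound dosing = single-point compound dose | incubation = 3 h, 37 °C | measured by = bottom-read fluorescence, 550/595 nm | measure = HDL uptake via cellular fluorescence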
# Wnt act: Wnt/beta-catenin pathway activation; Wnt/beta-catenin reporter cell assay, activator, plate reader; activation, % at 9.35 µM; 300,000 tested, 1.2% active; in the data active means activation above about 30%, passing the limit was not always enough; inconclusive means no clear call, values can overlap the other calls;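 further: 0% = neutral control wells and 100% = positive control wells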
# HTR5A ag: activates human HTR5A in OPRM1-OPRD1 agonist counter-screen. 340,000 tested, 0.61% active. P47898. activation, % at 9.3 µM. HTR5A agonist assay, luminescence, cell-based; in the data active means activation mostly above about 9.5%, no sharp cut-off; inactive means mostly below about 7.6%;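 further: 0% = cells with vehicle only and 100% = reference agonist; strong numbers were not always called active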
# Target sequence (P47898 whole entry, looked up): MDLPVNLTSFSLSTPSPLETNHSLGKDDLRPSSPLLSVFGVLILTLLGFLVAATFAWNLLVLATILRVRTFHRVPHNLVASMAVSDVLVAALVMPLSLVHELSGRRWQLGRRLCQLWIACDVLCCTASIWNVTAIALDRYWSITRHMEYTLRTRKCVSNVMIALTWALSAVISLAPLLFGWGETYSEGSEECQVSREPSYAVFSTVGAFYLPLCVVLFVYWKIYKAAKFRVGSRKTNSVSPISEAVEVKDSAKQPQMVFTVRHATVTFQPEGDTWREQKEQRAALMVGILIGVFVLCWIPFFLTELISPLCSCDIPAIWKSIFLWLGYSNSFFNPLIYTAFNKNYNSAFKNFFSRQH
# PvdQ acylase: P. aeruginosa PvdQ acylase inhibition; purified PvdQ acylase, fluorescence plate reader; inhibition, % at 10 µM; 340,000 tested, 0.063% active; AID 488965; in the data active means inhibition above about 30%, passing the limit was not always enough; inconclusive means no clear call, values can overlap the other calls;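 further: 0% = vehicle neutral wells and 100% = reference inhibitor wells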
# SR-BI HDL uptake: blocks mouse SR-BI lipid uptake from DiI-HDL | Q61009 | ldlA[mSR-BI] CHO cells, DiI-HDL uptake fluorescence, 3 h | inhibition, % at 12.5 µM | 320,000 tested, 0.96% active | AID 488896;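 active means mean replicate inhibition of at least 70% and a set share of replicates each scoring 70 or more; inconclusive means meets just one of the two criteria; inactive means fails both criteria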;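 further: 0% = median of neutral control wells and 100% = median of positive control wells; values of inactives mirror those of a sister screen read the other way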
# Active calls of the source: *; u = inconclusive; x = not tested or not shown.
# Preview, two compounds:
SMILES,Rtt109 Vps75,MITF act,CDK5 p35 inh,cardiac RTF act,dFosB activator,SR-BI DiI-HDL act,Wnt act,HTR5A ag,PvdQ acylase,SR-BI HDL uptake
Cn1cc(SCC(=O)NC2CCCC2)c2ccccc21,-9,2,0.2,-1,-2,11,-1,4,-16,-11
NC1=NC(=O)/C(=C/c2c(OS(=O)(=O)c3ccc(Cl)cc3)ccc3ccccc23)S1,-3,-13,3.2,1,u,22,-1,-2,-17,-22

# This part in full (from the top)
SMILES,Rtt109 Vps75,MITF act,CDK5 p35 inh,cardiac RTF act,dFosB activator,SR-BI DiI-HDL act,Wnt act,HTR5A ag,PvdQ acylase,SR-BI HDL uptake
Cn1cc(SCC(=O)NC2CCCC2)c2ccccc21,-9,2,0.2,-1,-2,11,-1,4,-16,-11
NC1=NC(=O)/C(=C/c2c(OS(=O)(=O)c3ccc(Cl)cc3)ccc3ccccc23)S1,-3,-13,3.2,1,u,22,-1,-2,-17,-22
CC(=O)c1ccc(N2CCN(C(=O)C3CCN(C(=O)Nc4ccccc4)CC3)CC2)cc1,-1,-15,0.9,0,-2,-17,-2,2,-4,17
O=C(Nc1ccc(N2CCN(C(=O)c3cccs3)CC2)cc1)c1ccco1,0,-8,-2.4,4,-8,-6,0,-4,13,6
C=CCSc1nc(-c2ccc(OC)cc2)c(C#N)c(=O)n1CC=C,-4,-1,-0.1,9,-15,-66,-1,0,-10,66
Cn1c(Cc2ccccc2)nnc1SCC(=O)NC1CCCC1,-2,x,-0.7,-2,0,x,1,1,-9,x
N#Cc1ccc(C(=O)OCC(=O)Nc2ccc(N3CCOCC3)cc2)cc1,-4,-8,0.1,3,4,20,-1,4,-9,-20
COc1cccc2[nH]c(C(=O)NCCCN3CCCC3=O)cc12,14,10,-0.7,5,1,1,2,0,-17,-1
CN(C)CCCN(C(=O)c1ccc2c(c1)CCCC2)c1nc2cc3c(cc2s1)OCO3,27,5,0.7,-6,26*,-26,-14,-1,12,26
O=C(Oc1ccccc1)c1cccc2cccnc12,1,-12,-0.3,-1,-4,-3,20,4,1,3
CCn1c(SCC(=O)c2ccccc2)nc2c(c1=O)SC(C)C2 (stereo not drawn),3,-4,-21,13,-7,-10,x,5,-5,10
COc1ccc(/C=C2\N=C(c3ccc(C)cc3)OC2=O)cc1,-6,-11,-1.6,-4,1,-10,0,1,3,10
O=C(Nc1ccc(N2CCOCC2)cc1)Nc1ccc2nsnc2c1,9,-11,2.5,6,3,13,-1,0,5,-13
O=C(CN1C(=O)NC2(CCCc3ccccc32)C1=O)N1CCCCC1 (stereo not drawn),-1,2,0.4,10,-8,15,1,-3,-6,-15
N#Cc1ccc2ccn(CC(=O)NCc3ccccc3)c2c1,0,-15,-1.2,-4,1,7,x,-11,3,-7
Cc1ccc(NC(=O)COC(=O)CCC(=O)c2cccs2)cc1,6,1,1.3,2,9,31,1,-1,-19,-31
O=C1C(c2ccccc2)C2C=CC(C2)N1O (stereo not drawn),8,-2,12,-6,5,-3,-2,-3,9,3
O=C(NC1CCCCC1)c1ccc(Cn2cc(Br)cn2)o1,-1,-9,0.4,7,-2,2,-1,-2,-7,-2
COc1ccc(N(C(=O)c2ccco2)S(=O)(=O)c2ccc(F)cc2)cc1,2,5,0.1,3,-7,-18,x,6,-7,18
CC(C)=C1C2CCC1C1C(=O)N(NC(=O)COc3ccc(Cl)c(C)c3)C(=O)C21 (stereo not drawn),13,-15,0.8,6,-9,11,-4,1,-12,-11
COc1cc(OC)c(NC(=O)Cn2cnc3sc(C)c(S(=O)(=O)N4CCOCC4)c3c2=O)cc1Cl,8,-18,0.4,-2,-10,x,1,-1,-8,x
O=C(O)CC(c1ccccc1)c1ccccc1,-6,5,-3.1,-2,0,26,x,-2,-9,-26
O=C(N/N=C/c1cccc(Cl)c1Cl)Nc1ccccc1,-2,40,-0.2,1,16,32,-2,3,5,-32
CN(C)S(=O)(=O)c1ccc(Cl)c(NC(=O)COC(=O)C2CCCO2)c1 (stereo not drawn),-11,10,-0.7,-3,1,x,1,1,-1,x
CCN(C(=O)CSc1nc2c(cnn2-c2ccccc2)c(=O)[nH]1)C1CCS(=O)(=O)C1 (stereo not drawn),-3,-1,-0.3,0,-5,19,-2,-3,-9,-19
SMILES,Rtt109 Vps75,MITF act,CDK5 p35 inh,cardiac RTF act,dFosB activator,SR-BI DiI-HDL act,Wnt act,HTR5A ag,PvdQ acylase,SR-BI HDL uptake
Cc1onc(-c2c(F)cccc2Cl)c1C(=O)N(Cc1ccccc1)C(C)C,-1,-8,0.9,-8,-2,32,-1,-1,2,-32
COc1ccc(CNC(=O)C2CCCN(c3nccc(C)n3)C2)cc1 (stereo not drawn),-1,x,-3.3,6,-2,-17,-4,5,-3,17
CCOC(=O)/C=C1\SCC(=O)N1CC(O)CN1C(=O)CS/C1=C\C(=O)OCC,7,-7,-0.1,1,-8,37,-1,-1,4,-37
CNC(=O)CCC(=O)Nc1ccc(C(=O)OC)cc1,0,x,0.0,1,-4,-3,-2,5,-8,3
Nc1c(N(CCC2=CCCCC2)C(=O)C2CC2)c(=O)[nH]c(=O)n1Cc1ccccc1,-5,3,-1.2,1,2,41,-3,1,-3,-41
C/C(CC(=O)Nc1cc(Cl)ccc1Cl)=N\NC(=O)c1ccco1,-2,6,-0.2,-2,-17,17,x,-1,-13,-17
Cc1cccc(C(=O)OCC(=O)NCCCc2ccccc2)c1O,-5,8,-1.3,-10,-9,15,0,-1,21,-15
CN(C)S(=O)(=O)c1cccc(C(=O)Nc2ccccc2C(=O)NC2CC2)c1,6,-12,0.6,-1,-5,-3,3,3,-1,3
Cc1cccc(NC(=O)CNC(=O)CNC(=O)Cc2ccccc2)c1,0,-9,1.9,0,-2,8,1,-2,-6,-8
Cc1ccccc1C(=O)Nc1ccc(C(=O)N/N=C/c2ccccn2)cc1,-5,0,-0.9,2,-5,9,1,0,-5,-9
COC(=O)c1ccc2c(=O)n(CCCCCC(=O)NC(C)C)c(=O)[nH]c2c1,-10,0,-0.6,1,-2,2,3,-4,15,-2
COC(=O)c1c(C)oc(C)c1S(=O)(=O)NCc1cccs1,4,-3,0.2,3,-2,11,-1,-2,-23,-11
N#CCSc1nc2c(c(=O)n1Cc1ccccc1)C1(CCCC1)Cc1ccccc1-2,8,-8,-1.3,7,-4,-10,x,-11,-20,10
COc1cc(NC(=O)COC(=O)/C=C/c2ccc(O)c(OC)c2)cc(OC)c1,2,-6,-0.3,-5,-1,-24,-2,9,-1,24
COCCCNC(=O)c1ccc(CN2CCc3ccccc3C2)cc1,-14,-5,-1.0,1,-6,-5,x,1,-17,5
O=C(O)c1ccc(N2CCS(=O)(=O)CC2)cc1,-12,-1,0.3,2,-7,23,0,4,-20,-23
O=C(Cn1nnc(-c2ccccc2Cl)n1)NCc1ccc2c(c1)OCO2,12,x,1.2,-4,12,15,-1,1,0,-15
Cc1cc(/C(N)=N/OC(=O)c2ccccc2Cl)no1,2,x,5.4,x,-4,-37,9,x,0,37
CCCn1cc(S(=O)(=O)CC(=O)N2CCc3ccccc32)c2ccccc21,-14,x,-1.0,2,-8,0,x,12,4,0
COCCn1nnnc1C(c1cc2ccc(OC)cc2[nH]c1=O)N1CCc2ccccc2C1 (stereo not drawn),13,6,1.8,-3,-11,13,2,3,-9,-13
O=C1CCN(Cc2ccc([N+](=O)[O-])cc2)CCN1[C@H](CO)Cc1ccccc1,-3,1,0.2,7,-3,7,-4,5,0,-7
COc1ccc(C(=O)N2CCN(Cc3cc(OC)c(O)c(OC)c3)CC2)cc1OC,x,11,-1.3,0,-1,22,x,2,-2,-22
Cc1c(C(=O)O)sc(=S)n1-c1ccccc1,x,x,-0.6,3,-14,19,x,4,11,-19
COc1ccccc1N1CCN(C(=O)CCCCCn2c(=O)[nH]c3ccsc3c2=O)CC1,-10,2,-0.1,4,-28,x,-1,1,-10,x
COc1ccc(NC(=O)c2cccc(NC(=O)c3ccco3)c2)c(OC)c1,4,11,2.5,-2,0,-76,1,0,7,76*
SMILES,Rtt109 Vps75,MITF act,CDK5 p35 inh,cardiac RTF act,dFosB activator,SR-BI DiI-HDL act,Wnt act,HTR5A ag,PvdQ acylase,SR-BI HDL uptake
CCCCn1c(SCC(=O)NC2CC2)nc2ccccc2c1=O,0,-7,1.5,0,0,4,-1,1,-9,-4
O=C(NC1CCCCC1)N(C1=NCCCCC1)c1ccc(Br)cc1,3,8,1.2,9,-14,8,x,-2,1,-8
COCC(C)NC(=O)CSc1nc2nn(-c3ccccc3)c(=O)c-2c2n1CCCCC2 (stereo not drawn),3,7,0.2,4,-3,-17,-3,5,-2,17
C#CCOCCOCCOCCNc1nc(N2CCN(C(=O)CCCCCCCCCCNC(=O)[C@@H](CCSC)n3cc(CCO)nn3)CC2)nc(N2CCN(C(=O)CCCCCCCCCCNC(=O)[C@H](CCSC)n3cc(CCO)nn3)CC2)n1,1,-12,-2.7,21,-2,4,-7,-2,-7,-4
O=C(C1=C[C@@H](c2ccc(C(F)(F)F)cc2)C[C@@H](OCc2ccc(CO)cc2)O1)N1CCN(Cc2ccccc2)CC1,1,14,1.0,8,-18,-12,-5,0,-15,12
NC(=O)c1ccsc1NC(=O)COC(=O)Cc1n[nH]c(=O)c2ccccc12,-1,1,-5.5,1,u,-17,-2,2,-18,17
Cc1cccc(C(C(=O)NC2CCCC2)N(C(=O)c2csnn2)C2CCCC2)c1 (stereo not drawn),-2,-2,-1.0,-8,-12,-1,0,8,0,1
O=c1[nH]c2cc(NCCO)c([N+](=O)[O-])cc2[nH]1,x,-1,0.8,-2,-5,7,1,-4,12,-7
O=C(C1=C[C@H](c2coc3ccccc3c2=O)C[C@H](OCc2ccc(CO)cc2)O1)N1CCN(Cc2ccc3c(c2)OCO3)CC1,5,0,0.0,-6,0,-12,-4,1,12,12
N#Cc1ccccc1CSC1=NCCS1,-4,-2,-1.7,-2,4,8,0,3,-4,-8
Cc1ccc2ncnc(Oc3ncccc3NC(=O)C(C)(C)C)c2c1,-5,x,0.2,2,5,13,-1,-3,-13,-13
CNC[C@H]1Oc2ccc(NC(=O)Nc3ccccc3)cc2CC(=O)N([C@H](C)CO)C[C@H]1C,5,4,0.1,2,-1,0,-6,2,6,0
CCN(CC)S(=O)(=O)c1ccc(N/N=C(\C)c2ccc3c(c2)OCO3)c([N+](=O)[O-])c1,-6,-16,1.6,5,-9,28,1,2,-10,-28
CC(NC(=O)C1CCN(C(=O)Nc2ccccc2)CC1)c1ccccc1 (stereo not drawn),-2,0,-10,4,-3,11,0,6,-21,-11
CC1CCCC(NC(=O)Cn2cc3c(n2)CCCCC3)C1C (stereo not drawn),3,-4,-0.7,6,-6,5,0,-5,-7,-5
COc1ccc(-n2nnc3c(SCC(=O)N4CCCc5ccccc54)ncnc32)cc1,-20,-16,0.5,3,1,0,50*,0,-11,0
CCOC(=O)C1CCN(C(=O)c2cccnc2)CC1,0,4,1.7,2,1,-6,0,-3,4,6
